Screening results (PubChem BioAssay)
TLR9-MyD88 block = TLR9-MyD88 interaction inhibition. 340,000 tested, 0.21% active. inhibition, % at 4.98 µM. Q9NR96+Q99836. CHO BLA complementation TLR9-MyD88, CCF4 FRET ratio. AID 504734;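 active means inhibition above the mean over all tested compounds plus 3 SD, cut at about 21% in these data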;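 further: 0% = DMSO only wells and 100% = clavulanate BLA inhibitor control wells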
HTR2A ag = activates the mouse 5-HT2A serotonin receptor. 360,000 tested, 0.66% active. CHO-K1 mHTR2A beta-arrestin complementation, luminescence; percent of 30 µM serotonin response. P35363. activation, % at 7.6 µM;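 active means activation above a run cutoff, the mean activation of all tested compounds plus 3 SD, cut at about 14% in these data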;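 further: 0% = plate median of compound wells and 100% = 30 µM serotonin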
Glyco luc inh = blocks N-linked glycosylation in D54 reporter cells. 360,000 tested, 0.23% active. reporter increase, % at 12.5 µM. D54 ERlucT glycosylation luciferase reporter, 24 h; percent of 100 nM tunicamycin response;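 active means mean luciferase reporter signal, scaled so untreated is 0 and the glycosylation-blocking control 100, at or above a set limit in every replicate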;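 further: luciferase carries N-glycosylation sites so blocking glycosylation raises the light; 0% = median of neutral control wells and 100% = median of 100 nM tunicamycin wells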
ABCB6 inh 2 = human ABCB6 transporter inhibition | fluorescence ratio to DMSO, % at 10 µM | Q9NP58 | 360,000 tested, 0.19% active | K562-ABCB6 porphyrin accumulation, flow cytometry, 1 h; stronger effect = lower value;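 active means fluorescence ratio to DMSO below 75%, the collection mean minus 3 SD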;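 further: signal is porphyrin accumulated inside mitochondria; 100% equals median channel fluorescence of DMSO control wells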
ABHD5 PLIN5 PPI = blocks binding of human ABHD5 to perilipin-5. Q00G26+Q8WTS1. Split G. princeps luciferase complementation, luminescence, 4 h. inhibition, % at 4 µM. 360,000 tested, 0.78% active. AID 602281;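 active means inhibition above the mean inhibition across every tested compound plus 3 SD, cut at about 22% in these data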;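 further: 0% = DMSO only wells and the 100% control is not disclosed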
Target sequence (Q00G26 whole entry, looked up): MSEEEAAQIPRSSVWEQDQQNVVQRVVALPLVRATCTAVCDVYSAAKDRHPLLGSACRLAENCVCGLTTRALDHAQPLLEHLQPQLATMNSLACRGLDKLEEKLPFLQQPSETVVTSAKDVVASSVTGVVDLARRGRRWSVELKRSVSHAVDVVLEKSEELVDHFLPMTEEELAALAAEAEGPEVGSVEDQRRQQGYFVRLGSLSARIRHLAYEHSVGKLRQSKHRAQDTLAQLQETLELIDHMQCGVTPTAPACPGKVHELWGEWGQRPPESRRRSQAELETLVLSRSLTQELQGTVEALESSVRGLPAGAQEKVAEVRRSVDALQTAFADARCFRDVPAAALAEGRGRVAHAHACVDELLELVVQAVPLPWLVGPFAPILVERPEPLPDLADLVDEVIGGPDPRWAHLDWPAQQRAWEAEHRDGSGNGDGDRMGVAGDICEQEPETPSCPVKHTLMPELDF
Target sequence (Q8WTS1 whole entry, looked up): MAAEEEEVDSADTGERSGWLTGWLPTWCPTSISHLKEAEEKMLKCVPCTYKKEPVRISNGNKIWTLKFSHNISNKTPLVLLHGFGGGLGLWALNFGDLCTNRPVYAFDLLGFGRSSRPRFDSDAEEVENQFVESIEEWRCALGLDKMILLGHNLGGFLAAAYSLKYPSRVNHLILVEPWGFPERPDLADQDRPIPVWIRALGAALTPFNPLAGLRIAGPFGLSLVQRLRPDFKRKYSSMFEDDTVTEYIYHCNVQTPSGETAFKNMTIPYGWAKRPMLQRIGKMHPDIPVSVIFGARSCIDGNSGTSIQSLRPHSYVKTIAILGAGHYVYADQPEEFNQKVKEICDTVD
NOD2-RIPK2 inh = NOD2-RIPK2 protein interaction inhibition. O43353. CHO BLA complementation NOD2-RIPK2, CCF4 ratio. inhibition, % at 4.98 µM. 360,000 tested, 0.38% active. AID 624267; in the data active means inhibition above about 21%;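 further: 0% = vehicle only and 100% = reference blocker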
H9c2 protect = protects H9c2 cardiomyocytes from peroxide injury; AID 588492; H2O2 injury protection, ATPLite, 2 h; protection from H2O2 cell death, % at 20 µM; 360,000 tested, 0.63% active;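 active means compounds giving at least 50% protection of heart cells from peroxide-induced death in the single-dose screen, raw or plate-pattern-corrected value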;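 further: 0% = DMSO wells with peroxide and 100% = DMSO wells without peroxide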
NCOA2 inhibitor = inhibits human steroid receptor coactivator 2; AID 651957; HEK293 GAL4-SRC2 luciferase reporter, luminescence; Q15596; 370,000 tested, 0.17% active; inhibition, % at 9 µM;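 active means inhibition above the mean inhibition of all tested compounds plus 3 SD, set per campaign, cut at about 52% in these data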;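 further: 0% = DMSO treated cells and 100% = cells given Gossypol at 36 µM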
MC4R ag barr = activates human MC4R beta-arrestin recruitment; U2OS MC4R beta-arrestin complementation, luminescence; percent of melanotan II response, DMSO zero; AID 540308; P32245; 360,000 tested, 0.98% active; activation, % at 8.9 µM;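 active means activation above a per-plate cutoff, the mean activation of sample wells on that plate plus 3 SD, cut at about 8% in these data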
MC4R antagonist = antagonists of human melanocortin 4 receptor (MC4R). P32245. MC4R-expressing cells, MTII-stimulated cAMP, LANCE TR-FRET. inhibition, % at 6.5 µM. 360,000 tested, 0.48% active. AID 540295;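 active means inhibition above its plate's cutoff, the mean of tested wells on that plate plus 3 SD, cut at about 29% in these data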;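 further: 0% = Melanotan II alone and 100% = Melanotan II plus saturating MCL0020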
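Assay system: U2OS-MC4R stable cell line; Also added: Melanotan II; Technique: Eu-cAMP/anti-cAMP TR-FRET, emission 671 nm; Times: 30-min compound, 1-h challenge, 1-h detection, room temperature.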
* marks the source's active call; other numbers are inactive results; / = not tested or not shown.

molecule	TLR9-MyD88 block	HTR2A ag	Glyco luc inh	ABCB6 inh 2	ABHD5 PLIN5 PPI	NOD2-RIPK2 inh	H9c2 protect	NCOA2 inhibitor	MC4R ag barr	MC4R antagonist
COC(=O)c1ccc2nc(-c3ccc(F)cc3)c(Cc3ccccc3C(F)(F)F)n2c1	/	7.7	/	127.0	-4.2	4.8	/	-4.2	/	/
CCC1CCCCN1C(=S)Nc1ccc(S(=O)(=O)Nc2ncccn2)cc1 (configuration not stated)	-2.4	2.0	2.1	94.0	-5.2	-0.9	-9.1	-4.8	1.4	-1.2
Cc1csc(Nc2ccc(C(=O)O)cc2)n1	-1.9	-4.2	0.2	98.0	1.1	-11.9	4.2	-8.2	1.8	-1.7
O=C(Nc1ccc(Oc2ncnc3cc(Cl)ccc23)nc1)Nc1cccc(C(F)(F)F)c1	-76.2	1.6	-3.2	93.0	3.5	0.3	-5.9	-12.7	1.2	-0.9
O=C(Nc1ccccc1)C1CCCN(S(=O)(=O)c2ccc(-n3cnnn3)cc2)C1 (configuration not stated)	-7.7	-1.8	-0.1	96.0	-0.7	-8.3	-1.4	-16.9	-0.3	8.8
CC1(C(=O)NS(=O)(=O)c2cccs2)CCN1C(=O)CC1CCCC1 (configuration not stated)	/	4.5	1.9	99.0	9.7	-19.6	2.1	4.5	0.3	1.8
CC(=O)CC1(C)OC(N)=C(C#N)C1(C#N)C#N (configuration not stated)	15.3	3.7	-0.5	107.0	12.3	4.2	14.2	-22.8	0.9	18.8
NS(=O)(=O)c1ccc(CCNC(=O)CSc2nc3ccccc3c3nc(CCN4CCCCC4)nn23)cc1	-9.0	5.1	0.3	102.0	0.5	5.7	13.8	-16.9	-3.0	12.1
Cc1ccc(S(=O)(=O)/C(C#N)=C/c2c(N3CCC(C(N)=O)CC3)nc3ccccn3c2=O)cc1	3.1	1.2	-0.2	101.0	7.0	6.0	11.2	-14.3	-1.1	7.8
CC1(CCc2ccccc2)NC(=O)N(CC(=O)Nc2ccc(OC(F)F)cc2)C1=O (configuration not stated)	-5.9	0.1	-2.7	97.0	4.9	-0.3	-1.2	-7.5	-0.2	4.8
COc1ccc(C2=NOC(C(=O)NCCCN3CCOCC3)C2)cc1 (configuration not stated)	2.8	1.9	-1.0	107.0	2.9	5.8	-3.6	-10.2	3.6	2.0
COc1ccc(S(=O)(=O)N2CCN(C(=O)c3cc(-c4ccc(Br)cc4)n[nH]3)CC2)cc1OC	-10.5	2.3	11.2	92.0	0.4	-5.8	-8.8	32.6	-0.9	18.7
CCOc1ccc(C2NC(=O)c3ccccc3O2)cc1OC (configuration not stated)	-1.1	2.7	1.8	93.0	12.5	-6.3	-1.1	4.0	0.2	-0.9
CCOC(=O)Cn1c(=O)c2c(nc(Br)n2CC(=O)OCC)n(C)c1=O	0.8	-5.4	1.9	100.0	-0.4	-5.6	-3.5	13.4	-2.0	2.1
O=C(CCc1nnc(Cc2c[nH]c3ccccc23)o1)NCC1CC12CCCCC2 (configuration not stated)	3.6	0.4	-0.8	95.0	2.5	5.3	-4.7	-4.0	-0.3	1.3
COc1ccc(/C(C)=N/NC(=O)CNC(=O)Cc2ccccc2)c(OC)c1	-2.5	-4.5	1.5	98.0	-3.8	-8.9	5.0	-27.2	-1.9	12.6
Cc1ccc(S(=O)(=O)CC(=O)c2ccc(C(C)(C)C)cc2)cc1	-9.8	-1.0	1.6	117.0	-4.7	0.5	-25.2	-6.0	1.5	-0.7
Cc1ccc(CC(=O)NCCS(=O)c2ccc(Cl)cc2)cc1 (configuration not stated)	6.9	1.1	0.6	88.0	9.7	7.1	-8.0	-2.8	0.3	-0.5
COc1ccc(OC)c(/C=C2\SC(N3CCCCC3)=NC2=O)c1	-1.1	0.6	2.1	98.0	0.8	-3.8	2.7	7.6	-2.0	0.6
NC(=O)c1ccc(Cn2c(C(=O)c3ccc(Cl)cc3)c3ccccc3[n+]2[O-])cc1	2.6	-0.9	-0.5	108.0	4.5	4.8	-8.7	-0.7	0.6	-0.8

Nothing new here: two of the compounds above.
molecule	TLR9-MyD88 block	HTR2A ag	Glyco luc inh	ABCB6 inh 2	ABHD5 PLIN5 PPI	NOD2-RIPK2 inh	H9c2 protect	NCOA2 inhibitor	MC4R ag barr	MC4R antagonist
COc1ccc(C2=NOC(C(=O)NCCCN3CCOCC3)C2)cc1 (configuration not stated)	2.8	1.9	-1.0	107.0	2.9	5.8	-3.6	-10.2	3.6	2.0
COc1ccc(S(=O)(=O)N2CCN(C(=O)c3cc(-c4ccc(Br)cc4)n[nH]3)CC2)cc1OC	-10.5	2.3	11.2	92.0	0.4	-5.8	-8.8	32.6	-0.9	18.7

(cont.)
molecule	TLR9-MyD88 block	HTR2A ag	Glyco luc inh	ABCB6 inh 2	ABHD5 PLIN5 PPI	NOD2-RIPK2 inh	H9c2 protect	NCOA2 inhibitor	MC4R ag barr	MC4R antagonist
CC(=O)c1ccc(NC(=O)C(C)N(C)CC(=O)Nc2ccccc2Cl)cc1 (configuration not stated)	9.4	1.2	0.8	100.0	-1.2	-5.1	-3.2	-13.5	-0.5	3.3
CN(Cc1ccc(F)cc1)C(=O)c1cccc(OC2CCN(C3CCCC3)CC2)c1	-11.2	-3.0	-3.3	97.0	0.8	5.1	-2.5	-3.4	-1.6	18.3
COc1ccc(NS(=O)(=O)c2ccc3c(c2)oc(=O)n3C)cc1Cl	-3.8	-2.4	-4.2	97.0	1.7	-2.9	-9.5	4.7	2.2	3.6
CC1=C(C(=O)N2CCCCCC2)CC(CC(=O)NC2CC2)C(=O)N1Cc1ccccc1 (configuration not stated)	/	-1.6	0.2	95.0	-2.2	-10.8	2.3	9.7	/	/
COc1ccccc1CNC(=O)C1(C)CCN1Cc1ccc2ccccc2c1 (configuration not stated)	/	-5.7	-2.4	98.0	1.3	7.4	-5.3	-12.5	-0.5	4.5
CC(=O)Oc1ccc2c(c1)C(=O)c1ccccc1C2=O	2.0	2.1	3.2	100.0	2.6	-1.2	-3.4	-18.8	-1.9	-15.8
CCNC(=S)N1CCN(c2nc(-c3cccc(OC)c3)cs2)CC1	-2.7	-3.6	-5.3	103.0	4.7	-1.3	-6.2	12.1	-0.4	-3.8
O=C(NCc1ccccn1)c1ccc(N2CCCC2)c([N+](=O)[O-])c1	-1.6	3.9	0.3	92.0	3.0	-4.8	5.0	17.1	-3.2	3.9
Cc1cc(C(=O)N/N=C/c2ccccc2Br)no1	-2.3	2.3	0.1	102.0	-0.3	3.9	2.2	-35.2	-1.0	8.3
Cc1ccc(S(=O)(=O)NCCC(=O)OC(C)C(=O)NC2CC2)cc1 (configuration not stated)	0.3	-0.3	-0.9	93.0	-21.9	-8.0	-3.4	-26.1	-3.2	6.7
CCOc1ccc(CCNC(=O)CN(C)S(=O)(=O)c2cccc3nsnc23)cc1OCC	-13.6	2.4	1.9	100.0	-0.1	-10.8	6.5	-11.1	3.9	-6.5
CCCCn1nnnc1C(c1ccccc1)N1CCN(CC)CC1 (configuration not stated)	/	-3.1	/	98.0	3.9	0.0	/	15.6	/	/
CN(C)c1ccc(N=Nc2ccccc2C(=O)OCC(=O)NCC2CCCCC2)cc1	-0.3	-7.8	-10.7	93.0	9.6	-3.4	-8.3	-35.6	-1.9	9.3
Cn1c(=N)n(CC(=O)c2ccc(Br)cc2)c2ccccc21	-2.3	-9.4	-21.4	102.0	-5.0	-3.1	-16.5	-10.0	-2.4	-4.2
CC(=O)Nc1ccc(S(=O)(=O)Nc2cccc(-c3cn4c(n3)SCC4)c2)cc1	-1.9	-2.5	1.1	100.0	-6.7	-4.1	6.9	-33.1	-2.9	6.6
CN(CC(=O)Nc1cccnc1)S(=O)(=O)c1ccc(Br)cc1	-2.3	16.9*	2.0	99.0	-3.1	2.6	4.1	1.4	-1.9	1.6
O=C(COc1ccccc1)N1N=C(c2cccnc2)CC1(O)C(F)(F)F (configuration not stated)	8.1	1.4	3.4	104.0	-2.2	2.5	-5.2	17.6	-1.8	4.3
CC(OC(=O)CNS(=O)(=O)c1ccc(C#N)cc1)C(=O)Nc1ccc(Cl)cn1 (configuration not stated)	-0.8	-0.6	0.1	105.0	-7.3	-7.4	1.3	-15.3	0.3	17.5
COc1ccc(/C=C(\CC(=O)O)c2nc3ccccc3s2)cc1O	-11.2	0.3	-1.8	95.0	4.4	-8.8	-6.9	-5.6	0.9	8.6
CC(C)Sc1nc2ccccc2n1CC(=O)O	1.5	2.5	-0.7	103.0	2.0	-0.3	4.7	-4.8	-1.1	1.4
COc1ccc(-c2ccc(SCC(=O)NC3CCCC3)nn2)cc1	5.2	-0.1	-0.7	133.0	2.3	5.8	-9.2	-9.0	-1.4	2.3
Cc1cc([N+](=O)[O-])nn1CC(=O)N1CCCc2ccccc21	-15.1	-0.3	2.0	104.0	3.0	-8.2	0.2	15.4	-1.8	1.6
C[C@H](CO)N1C[C@H](C)[C@H](CN(C)C(=O)c2ccc(N3CCN(C)CC3)cc2)OCc2cnnn2CCCC1=O	6.6	3.2	0.6	107.0	1.2	-6.5	6.1	-13.5	-0.5	11.9
O=C(CSc1nc(C(F)(F)F)cc(=O)[nH]1)N1CCCC1	-16.9	-3.6	-1.7	108.0	1.8	-11.7	-3.2	-12.8	-0.1	4.3
O=C(Nc1ccc(Br)cc1)C1CCCN1S(=O)(=O)c1cccs1 (configuration not stated)	3.8	0.3	-2.2	91.0	-1.8	6.6	-9.6	14.4	-1.3	4.6
O=C(NCc1ccccc1)C(c1ccc(F)cc1)N1CCN(c2ccccc2F)CC1 (configuration not stated)	/	0.0	/	/	0.5	1.0	/	-6.0	/	/
O=C(COC(=O)c1c[nH]c(=O)[nH]c1=O)Nc1ccccc1Br	2.3	2.4	1.1	98.0	0.5	-8.9	7.6	11.3	-1.0	21.1

The list is partial, so the mix of outcomes need not match the whole.
